Screening results (PubChem BioAssay)
Dyrk1A ADPGlo – rat Dyrk1A kinase inhibitors, primary screen, biochemical, single point, plate reader. Dual specificity tyrosine-phosphorylation-regulated kinase 1A (Rattus norvegicus), Q63470. ADP-Glo luminescence, NFATc1 peptide. inhibition, % at 12.5 µM. actives 0.43% (n = 310,000); in the data active means inhibition above about 50%;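 further: plate controls were vehicle with enzyme for no effect and no enzyme for full effect; many of its hits are not listed in these tables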
IEC-6 cytotox – cytotoxicity in IEC-6 intestinal epithelial cells, primary screen, cytotoxicity control for KLF5 inhibitor project, cell-based, luminescence. IEC-6 cytotoxicity, luminescence viability. inhibition, % at 5 µM. actives 0.78% (n = 290,000); in the data active means inhibition above about 22%;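 further: 0% = plate median of test compound wells and 100% = cytotoxic reference compound wells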
GSK3B inh – human GSK3beta kinase inhibitors, primary screen, biochemical, cell-free homogeneous, HTS | activity score (negative = inhibition), % at 10 µM | actives 0.038% (n = 300,000) | GST-GSK3beta kinase, ADP-Glo luminescence, 60 min; hits give low values;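 active means more than half of replicate wells score below -50%, meaning over 50% inhibition versus plate controls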;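 further: 0% = median DMSO wells and -100% = median GW8510 positive control wells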
Target sequence (P49841 whole entry, looked up): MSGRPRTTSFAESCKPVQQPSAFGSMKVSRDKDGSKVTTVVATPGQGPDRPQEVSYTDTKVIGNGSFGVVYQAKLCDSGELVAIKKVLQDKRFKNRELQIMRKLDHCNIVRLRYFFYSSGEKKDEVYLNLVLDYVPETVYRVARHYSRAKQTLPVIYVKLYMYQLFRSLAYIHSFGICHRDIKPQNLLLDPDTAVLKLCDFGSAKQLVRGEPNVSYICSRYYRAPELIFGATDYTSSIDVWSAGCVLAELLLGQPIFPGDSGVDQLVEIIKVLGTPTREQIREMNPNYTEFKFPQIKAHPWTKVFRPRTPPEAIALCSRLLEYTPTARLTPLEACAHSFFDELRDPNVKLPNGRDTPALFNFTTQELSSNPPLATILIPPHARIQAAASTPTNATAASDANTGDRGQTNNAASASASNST
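Test system: GST-fused GSK3beta enzyme, cell-free | Quantity: 1.6 ng GST-GSK3beta enzyme per well | Reagent: 25 µM ATP with peptide substrate | Schedule: 60 min enzyme reaction, room temperature | Signal: Luminescent ADP-Glo measurement of ADP formed | Read-out basis: Score relative to plate controls | Control set: DMSO and 20 µM GW8510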
Platelet DG rel – inhibitors of platelet dense granule secretion, primary screen, cell-based, MLPCN, human platelets; human platelet-rich plasma, SFLLRN dense granule ATP release, luminescence; inhibition, %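 (compounds screened at 7.5 µM in platelet-rich plasma)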; actives 0.22% (n = 300,000); AID 1663, 2009;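 active means mean replicate score, as percent of positive control, at or above 50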
HSF1 inh – HSF1 inhibitors in luciferase reporter cells, primary screen, cell-based, NIH3T3, luminescence. NIH3T3-HGL HSE-luciferase, MG132-induced, luminescence 8 h; hits give low values. activity change, negative = inhibition, % at 7.5 µM (by protocol). actives 0.77% (n = 300,000). AID 2098, 2009;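 active means more than half of replicate wells show activity change below -50%, luminescence cut by over half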;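 further: luciferase reports HSF-1 transcriptional activity via heat shock element; 0% = median of DMSO wells and -100% = zero luminescence signal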
GSK3A inh – blockers of GSK3A enzyme activity – biochemical, luminescence, cell-free homogeneous, HTS, primary screen | Glycogen synthase kinase-3 alpha (Homo sapiens), P49840 | GSK-3 alpha kinase, ADP-Glo luminescence, 60 min | inhibition, % at 10 µM | actives 0.1% (n = 320,000) | AID 2650, 2010;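 in the data active means inhibition above about 50%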;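 further: GST-tagged GSK-3 alpha with peptide substrate and 25 µM ATP; 0% = DMSO neutral wells and 100% = GW8510 positive control wells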
Target sequence (P49840 whole entry, looked up): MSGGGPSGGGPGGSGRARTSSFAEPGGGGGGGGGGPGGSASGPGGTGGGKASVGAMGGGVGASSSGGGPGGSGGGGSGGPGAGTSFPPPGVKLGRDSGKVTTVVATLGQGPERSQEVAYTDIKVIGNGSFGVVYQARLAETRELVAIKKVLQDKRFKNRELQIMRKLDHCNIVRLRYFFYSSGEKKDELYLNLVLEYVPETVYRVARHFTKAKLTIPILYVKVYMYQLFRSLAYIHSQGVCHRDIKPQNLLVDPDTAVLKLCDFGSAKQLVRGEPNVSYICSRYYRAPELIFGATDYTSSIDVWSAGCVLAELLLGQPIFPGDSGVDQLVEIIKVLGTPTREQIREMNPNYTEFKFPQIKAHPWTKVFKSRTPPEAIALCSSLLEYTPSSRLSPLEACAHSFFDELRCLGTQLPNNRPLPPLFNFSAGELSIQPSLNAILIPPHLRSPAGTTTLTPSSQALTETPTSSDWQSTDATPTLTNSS
HSP90 refold inh – HSP90 inhibitors, primary screen, cell lysate, luminescence | Heat shock protein HSP 90 (rabbit reticulocyte lysate; luciferase refolding) | Rabbit reticulocyte lysate, luciferase refolding luminescence, 3 h | inhibition, % at 5.6 µM | actives 0.91% (n = 290,000);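 active means inhibition above the screen-wide mean plus 3 SD, computed separately per campaign, cut at about 16% in these data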;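 further: 0% = DMSO wells and 100% = 60 µM geldanamycin wells; inhibitors lower the luminescence because luciferase stays unfolded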
KLF5 inhibitor – KLF5 expression inhibitors, primary screen, DLD-1 cells, luminescence. DLD-1 KLF5 promoter-luciferase reporter. inhibition, % at 5 µM. actives 0.23% (n = 290,000). AID 1700, 2009;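 active means inhibition above a per-plate limit of that plate's mean compound inhibition plus 3 SD, cut at about 60% in these data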;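 further: 0% = DMSO wells and 100% = LY294002 at 200 µM; higher means less KLF5 promoter-driven luciferase light; inactives centre near -14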
HSF1 activator – HSF-1 activators, primary screen, NIH3T3-HGL cells, MG132 stress, luminescence, single point; NIH3T3-HGL HSF-1 luciferase reporter, 8 h; 100% = twice DMSO control signal; activation, % at 9 µM; actives 1.7% (n = 300,000); AID 504408, 2011;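 active means mean replicate activation of at least 50% with a set share of replicates each reaching 50%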;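 further: 0% = median of the neutral control wells and 100% = twice that signal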
aSyn UTR inh – MLPCN primary screen, SNCA 5' untranslated region; AID 1813, 2009; actives 0.82% (n = 300,000); alpha-synuclein 5'UTR reporter, inhibitor activity; inhibition, % (tested at 7.5 µM); in the data active means inhibition above about 60%;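 further: H4 neuroglioblastoma cells stably carrying SNCA 5'UTR luciferase fusion; 0% = DMSO wells and 100% = positive control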
The depositor's hits bear a star; · = no result given. Some of the compounds tested; the hit share may differ from the screen's.

SMILES	Dyrk1A ADPGlo	IEC-6 cytotox	GSK3B inh	Platelet DG rel	HSF1 inh	GSK3A inh	HSP90 refold inh	KLF5 inhibitor	HSF1 activator	aSyn UTR inh
CC(C)(C)c1ccc(N2C(=N)SCC2=O)cc1	-10	2	0	7	3	-2	-2	-3	15	6
CCOC(=O)NC(=O)/C(C#N)=N\Nc1cccc(OC)c1	-2	-4	3	-3	4	-3	1	-18	-5	11
Cc1c(C(=O)Nc2c3c(nn2C(C)(C)C)CS(=O)(=O)C3)cccc1[N+](=O)[O-]	5	0	2	6	-5	-2	0	0	-2	4
O=C(C(=O)N1CCN(c2ccc(F)cc2)CC1)c1cn(CC(=O)N2CCOCC2)c2ccccc12	1	4	1	-7	-2	-2	-7	-3	4	12
CS(=O)(=O)N1CCC(C(=O)Nc2cccc(Br)c2)CC1	12	-2	1	-4	1	0	9	9	-3	22
CC(C(=O)Nc1cc(C(F)(F)F)ccc1N1CCOCC1)N1C(=O)C2CC=CCC2C1=O (stereo unspecified)	-2	-4	0	-7	-9	7	-1	-18	-13	17
CC(=O)c1ccc(C(=O)N(C)C2CCCN(Cc3ccccc3F)C2)s1 (stereo unspecified)	-3	1	-1	-4	0	1	-1	8	2	13
CCOc1ccc(CCNC(=O)c2ccc(Cl)c(S(=O)(=O)N3CCOCC3)c2)cc1OCC	8	·	0	4	0	1	·	·	4	22
CC(Nc1ccc(Br)cc1)C(=O)N/N=C/c1ccccc1OCc1ccccc1 (stereo unspecified)	·	1	0	2	12	0	-2	-10	14	31
Cc1cc(C)cc(N(CC(=O)NC2CCCCC2)C(=O)c2ccc(C)s2)c1	16	-1	-2	1	1	-1	2	-18	5	0
CC(=O)CN1C(=O)NC(c2ccccc2)(c2ccccc2)C1=O	4	-6	-1	-1	2	1	-1	-13	3	-5
COCCNC(=O)c1c(N)n(/N=C/c2cccs2)c2nc3ccccc3nc12	-1	-4	2	-4	5	0	-1	-12	-10	12
COCC(=O)OCC(=O)Nc1ccc(Cl)cc1[N+](=O)[O-]	·	6	1	6	-5	·	2	-7	-2	4
CC(=O)NC1(C(F)(F)F)C(=O)Nc2c1c(=O)[nH]c(=O)n2CC(C)C (stereo unspecified)	-6	-2	3	-4	-6	-5	3	-13	4	-2
CCOC(=O)C1(CCOc2ccccc2)CCN(Cc2cccc(OC)c2OC)CC1	14	2	2	-17	-6	1	-3	-8	4	-18
COc1cc2[nH]c(=O)n(C3CCCCC3)c(=O)c2cc1OC	5	-6	4	3	-1	-2	-2	-19	-17	-23
O=C(Cn1c(-c2cscn2)nc2ccccc21)Nc1ccccc1F	-1	2	-2	-1	0	·	2	-7	-5	19
Cc1ccc(NS(=O)(=O)c2cccc(C(=O)NNC(=O)c3ccco3)c2)c(C)c1	·	·	-1	5	5	4	·	·	10	4
CN(Cc1ccccc1F)c1nc(-c2cccnc2)nc2ccccc12	10	2	·	14	2	1	3	0	11	7
CC(=O)NC1CC2CCCC(C1)N2CC(=O)NCc1ccc(F)cc1 (stereo unspecified)	0	-1	4	-3	-20	-3	-2	-13	-37	4
C#CC[N+](C)(C)CCCCCCCCCC	3	21	1	-4	-10	-1	-1	28	-16	75*
Cc1nc(SCC(=O)c2ccccc2)c(C#N)c(-c2ccco2)c1C(=O)NCc1ccco1	-4	-10	-1	-8	52	-2	-2	-21	76*	4
Cc1sc(NC(=O)c2ccco2)c(C(c2cccnc2)N2CCCC2)c1C (stereo unspecified)	2	-7	-3	15	3	-3	1	-26	-1	-26
O=c1[nH]ncn1-c1cccc(C(F)(F)F)c1	6	8	1	6	-6	7	2	-19	-11	10
Cc1cccc(NC(=O)NCCc2ccc(Cl)cc2)c1	-4	3	3	1	15	-3	-1	-22	23	0

More results.
SMILES	Dyrk1A ADPGlo	IEC-6 cytotox	GSK3B inh	Platelet DG rel	HSF1 inh	GSK3A inh	HSP90 refold inh	KLF5 inhibitor	HSF1 activator	aSyn UTR inh
CCCSc1nnc2n(-c3ccccc3OC)c(=O)c3c4c(sc3n12)CCC4	-4	7	0	2	21	-8	4	8	59*	-3
Cc1ccccc1Cn1cc(NC(=O)c2cc(C3CC3)on2)cn1	4	9	0	5	-1	3	1	-27	9	-51
O=C(CN1C(=O)CC(c2ccco2)Sc2ccccc21)Nc1ccc2c(c1)OCCO2 (stereo unspecified)	6	0	0	1	3	-1	-4	17	6	2
CC1CSc2n(-c3cccc(C(F)(F)F)c3)cc(-c3ccccc3)[n+]21 (stereo unspecified)	·	7	-3	0	-1	-1	3	-12	0	-22
O=C(CN1CCOCC1)Nc1cccc(C(F)(F)F)c1	·	·	-1	-10	-3	-2	·	·	4	5
COc1cc(C)c(Cl)c(C)c1S(=O)(=O)NC1CC(C)(C)NC(C)(C)C1	-7	-3	-1	4	3	0	-2	-21	42	-160
O=C(CSc1ncnc2ccccc12)Nc1cccc(S(=O)(=O)N2CCOCC2)c1	4	0	0	4	0	-3	6	-25	10	-31
Clc1ccc(Cn2ncc3c(N4CCCCC4)ncnc32)c(Cl)c1	1	-1	3	-47	-4	1	-1	-11	-8	24
O=C(c1ccccc1)N1CCN(c2ccc(Cl)cc2)CC1	·	8	-2	-1	-1	-2	1	4	-2	0
COc1cccc(NC(=O)CSc2nnc(-c3cccs3)n2C)c1	6	4	4	-5	5	-2	-1	-6	19	-10
COc1ccc(C)cc1NC(=O)NNS(=O)(=O)c1ccc(NC(C)=O)cc1	6	-11	0	-12	-5	1	-3	-30	-4	17
O=C(CCN1C(=O)/C(=C/c2cccs2)SC1=S)NNC(=O)c1cccc(O)c1	·	-1	3	8	5	0	5	2	-7	9
C=CCN1C(=O)/C(=N/n2cnnc2)c2ccccc21	5	-4	0	-7	-6	-4	-3	-9	-1	19
CCOC(=O)c1oc2nc(CC(C)C)c3c(c2c1N)CCCC3	-5	2	-3	4	3	6	1	-18	-1	17
CCN(CC)c1ccc(/C=C/c2ccc3ccc(OC)cc3[n+]2CC)cc1	8	48*	-8	15	-2	8	1	22	-1	-87
CCS(=O)c1ccccc1C(=O)OC(C)C(=O)Nc1ccc(S(=O)(=O)N2CCCC2)cc1 (stereo unspecified)	9	·	-1	-4	-5	3	·	·	-4	0
CCc1cccc(NC(=O)Cn2c(=O)n(CCC(=O)NCC3CCCO3)c(=O)c3cc(OC)c(OC)cc32)c1 (stereo unspecified)	1	1	·	21	-5	1	-2	1	6	20
COc1ccc(-n2ncc3c(NCCCn4ccnc4)ncnc32)cc1	5	2	-6	-9	2	0	9	-43	-15	-122
O=C(NCCOc1ccccc1)C1CCC(=O)N(CCCN2CCOCC2)C1 (stereo unspecified)	6	2	1	-10	-11	0	-2	-36	-28	-10
Cc1ccc(N2CCN(c3ccc(NCc4nc5ccccc5n4C)cc3)CC2)cc1	6	-1	-2	4	3	-3	1	-8	23	-89
N#Cc1nc(-c2ccc(OCc3ccc(Cl)cc3)cc2)oc1N1CCOCC1	-3	0	-1	1	-4	-1	-1	-24	4	29
CCc1ccccc1Nc1nc2ccccc2n1CC	-2	-2	1	-3	12	0	-1	-33	13	29
Cc1nn(C)c(C)c1CNC(=O)Nc1cccc(Cl)c1	-1	1	0	0	5	-1	-2	-68	8	-106
CCOC(=O)c1sc(-c2ccccc2)cc1NC(=O)c1ccc(S(=O)(=O)N(CCOC)CCOC)cc1	4	-8	2	-2	-2	-1	-1	-43	1	13
Cc1c(NC(=O)C(C)NCC2CCCO2)c(=O)n(-c2ccccc2)n1C (stereo unspecified)	-10	6	-16	-2	-2	-2	2	-24	-2	-4

(list continues)
SMILES	Dyrk1A ADPGlo	IEC-6 cytotox	GSK3B inh	Platelet DG rel	HSF1 inh	GSK3A inh	HSP90 refold inh	KLF5 inhibitor	HSF1 activator	aSyn UTR inh
CC(C)[C@H](NC(=O)c1ccco1)C(=O)NC12CC3CC(CC(C3)C1)C2	·	-1	7	4	-1	0	0	-27	5	15
C=CCOc1c(OC)cc(Cl)cc1C1NC(=O)NC(C)=C1C(C)=O (stereo unspecified)	-8	6	0	-1	-9	-1	-3	-23	4	-12
COc1cc(Cl)c(C)cc1Nc1ncccn1	3	3	4	-4	4	1	-4	-25	-12	-6
Cn1c(NC(=O)c2ccc(Cl)cc2Cl)cc(=O)n(C)c1=O	1	-3	-1	8	-1	1	-3	-10	-4	-19
CC(C)n1cnc2c(oc3ccccc32)c1=O	-2	4	-1	-2	8	-1	-7	-20	2	-17
COc1ccc(C(=O)NCc2csc(C(C)C)n2)cc1OC1CCN(C(C)=O)CC1	-2	0	-3	-5	5	2	-4	-14	8	-22
COc1cc(-n2c(C)nc3cc(C(=O)NCc4ccco4)ccc32)cc(OC)c1OC	2	-1	2	17	-3	14	3	-38	-17	-8
O=C(Oc1ccc2ccc(O)cc2c1)c1ccccc1Cl	18	-13	5	-4	22	-3	-4	-123	11	-128
COc1ccccc1C(=O)N(Cc1cccs1)C1CCS(=O)(=O)C1 (stereo unspecified)	1	5	1	-2	-1	0	0	10	-24	0
O=C(Nc1nc2ccccc2[nH]1)C1CC(=O)N(c2ccc3c(c2)OCCO3)C1 (stereo unspecified)	43	-3	-3	-10	-15	-1	-1	-19	-23	-19
CCc1ccc(OCC(=O)NNC(=O)CSc2nnc(-c3ccc(C)cc3)n2C)cc1	7	2	-3	-25	14	-4	0	4	13	10
Cc1c(C(=O)N(C)CCn2ccnc2C)oc2c(F)cccc12	0	2	-4	-3	-9	-2	-6	-3	4	13
CC(C)N1CCN(Cc2cc3ccccc3[nH]2)CC1CCO (stereo unspecified)	-2	3	0	-2	0	-8	-2	-30	-3	0
CN(C)c1nc(Nc2ccc(F)cc2)nc(Oc2ccc(F)cc2)n1	-4	-4	3	0	1	-1	-2	-37	4	3
Cc1ccc(F)cc1NC(=O)N1c2ccccc2NC(=O)CC1C (stereo unspecified)	-3	-5	0	-8	0	-1	-1	-7	2	-1
COc1cccc(C(=O)OCC(=O)Nc2nnc(-c3ccccc3)o2)c1	-1	·	3	-7	10	-3	·	·	19	-6
Cn1c(=O)c2c(nc(CN3CCN(Cc4ccccc4)CC3)n2Cc2ccc(Cl)cc2)n(C)c1=O	3	3	1	3	14	0	-1	0	21	-34
COc1cc(S(=O)(=O)Nc2cccc(C(=O)O)c2)c(OC)cc1Cl	-2	-3	1	-2	-8	-5	-1	-8	4	-12
